RAD54 inh = inhibitors of human RAD54 branch migration, primary screen, biochemical, fluorescence, single point | RAD54 Holliday junction branch migration, FAM/BHQ fluorescence | inhibition, % at 10.4 µM | 360,000 compounds, 0.14% hits | AID 602329, 2012 | DNA repair and recombination protein RAD54-like (Homo sapiens), Q92698;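 active = mean normalized replicate activity at least 40 and at least half of replicates scoring 40 or more; inconclusive = only one of the two criteria met; inactive = mean below 40 and under half of replicates reaching 40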;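 also: 0% = median of neutral control wells and 100% = median of positive control wells; inhibitors cause a drop in the FAM fluorescence signal; in these data hits start at about 50%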
Target sequence (Q92698 whole entry, looked up): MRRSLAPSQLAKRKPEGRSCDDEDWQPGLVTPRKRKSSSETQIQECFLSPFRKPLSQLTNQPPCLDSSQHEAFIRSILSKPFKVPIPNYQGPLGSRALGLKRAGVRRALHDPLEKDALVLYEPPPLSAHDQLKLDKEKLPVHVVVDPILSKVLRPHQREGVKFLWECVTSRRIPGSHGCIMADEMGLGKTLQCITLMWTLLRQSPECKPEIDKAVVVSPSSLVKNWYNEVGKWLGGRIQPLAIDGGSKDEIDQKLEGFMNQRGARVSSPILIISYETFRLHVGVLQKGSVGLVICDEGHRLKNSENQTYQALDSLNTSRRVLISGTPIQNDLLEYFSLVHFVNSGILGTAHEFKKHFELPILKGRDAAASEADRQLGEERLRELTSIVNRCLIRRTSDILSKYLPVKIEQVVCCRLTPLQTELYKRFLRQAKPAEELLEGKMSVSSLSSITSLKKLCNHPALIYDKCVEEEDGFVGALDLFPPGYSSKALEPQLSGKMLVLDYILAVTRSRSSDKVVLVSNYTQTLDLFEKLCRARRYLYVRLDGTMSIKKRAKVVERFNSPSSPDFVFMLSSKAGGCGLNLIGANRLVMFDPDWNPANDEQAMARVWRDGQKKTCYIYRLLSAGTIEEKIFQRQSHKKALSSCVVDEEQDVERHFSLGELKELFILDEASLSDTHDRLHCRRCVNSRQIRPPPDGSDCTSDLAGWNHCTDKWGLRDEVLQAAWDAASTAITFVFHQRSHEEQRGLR
RAD52 inh = RAD52 DNA annealing inhibitors, primary screen, biochemical, FRET, single point, set 2 | DNA repair protein RAD52 homolog (Homo sapiens), P43351 | recombinant RAD52 DNA annealing, FRET fluorescence | inhibition, % at 18.7 µM | 360,000 compounds, 0.46% hits | AID 651710, 2012;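 active = every replicate showing at least 50% inhibition; inconclusive = mean inhibition at least 50% but not in every replicate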
esBAF inh = Bmi1 luciferase reporter increase in mESCs, primary screen, esBAF inhibitor project, mouse ES cells, Bmi1 luciferase knock-in, single point; reporter increase, % at 12.5 µM; AID 602393, 2012; 24 h; 100% = twice the neutral-well signal; 350,000 compounds, 2% hits; in the data active = activation above about 40%; inconclusive = no clear call, values can overlap the other calls;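 also: 0% = median of the plate's neutral control wells and 100% = double that signal; a rise in the Bmi1 reporter signal indicates esBAF inhibition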
XiGFP reactiv = activators of inactive X chromosome reactivation, primary screen, imaging, XiGFP fibroblasts, GFP high-content imaging, set 2. XiGFP mouse fibroblasts, % GFP-positive cells imaging, 3 d; cells co-treated with 5-aza-dC sensitizer; scaled so ellipticine positive control = 100%. activation, % at 7.58 µM. 360,000 compounds, 0.055% hits. AID 743238, 2013;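 active = mean normalized replicate activation at least 10% and every replicate at or above 10%; inconclusive = only one of the two criteria met; inactive = mean below 10% and not all replicates reach 10%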;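 also: 0% = median of on-plate neutral control wells and 100% = ellipticine 6 µM median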
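System: XiGFP fibroblasts, SV40-immortalized. Medium: DMEM plus 5-aza-dC sensitizer. Doses: single point. Timing: 3 d treatment, 15 min room-temperature fixation. Control set: ellipticine 6 µM.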
S100A4 inh HTS = inhibitors of S100A4-myosin IIA peptide binding, primary screen, biochemical, fluorescence polarization, TAMRA-MyoIIA peptide | 360,000 compounds, 0.14% hits | Protein S100-A4 (Homo sapiens), P26447 | inhibition, % at 10.7 µM | AID 652163, 2013;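 active = mean inhibition of at least 70% across replicates, with every replicate also reaching that level; inconclusive = mean inhibition reaches 70% but some replicates fall short; inactive = mean inhibition below 70%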
Target sequence (P26447 whole entry, looked up): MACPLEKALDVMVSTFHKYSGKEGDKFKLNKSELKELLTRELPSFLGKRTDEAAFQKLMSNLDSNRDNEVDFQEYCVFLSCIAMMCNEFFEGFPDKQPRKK
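incubation = readout 5 min after mixing, signal stable up to 60 min | system = S100A4 monomer protein | buffer or medium = HEPES pH 7.2 with CaCl2, KCl, NaCl, DTT, Triton | benchmarks = neutral control DMSO, positive control TFP | also added = fluorescent myosin IIA peptide, 5 nM | compound dosing = one concentration per compound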
ERAP1 HTS inh = human ERAP1 aminopeptidase inhibitors, primary screen, biochemical, single point, plate reader | Endoplasmic reticulum aminopeptidase 1 (Homo sapiens), Q9NZ08 | recombinant ERAP1, Leu-AMC fluorescence, 60 min | inhibition, % at 10.7 µM | 340,000 compounds, 0.15% hits;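 active = mean replicate inhibition of at least 30%, or all replicates individually reaching that 30% level; inactive = mean below 30% and not every replicate reaching it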;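 also: 0% = neutral control wells and 100% = L-leucinethiol positive control wells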
E-sel inducer = E-selectin induction in HUVECs, primary screen, imaging, HUVEC, immunofluorescence imaging, single point; P16581; normalized: neutral wells 0, TNF-alpha wells 100; activation, % at 7.58 µM; 260,000 compounds, 0.37% hits; AID 686992, 2013;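 active = mean E-selectin-positive cell signal at least 10% of the positive control, reached in at least 60% of replicates, without over 20% cell loss; inconclusive = no rule given, readout overlaps actives, possibly toxicity-flagged; inactive = the rest, including those meeting only one limit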;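 also: in these data hits start at about 27%; measured in HUVEC primary endothelial cells; signal is the percent of cells scored E-selectin positive by PE staining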
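Assay system: HUVEC, human umbilical vein endothelial cells / Amount: 3,000 HUVEC/well / Controls: TNF-alpha positive control, DMSO neutral control / Compound dosing: single concentration / Medium: EGM-2 over gelatin coat / Evaluation: percent E-selectin-positive cells / Signal: immunofluorescence imaging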
ERp5 inh = inhibitors of ERp5-driven insulin aggregation, primary screen, biochemical, turbidity, absorbance 650 nm, single point. 90 min. inhibition, % at 9.99 µM. 350,000 compounds, 0.05% hits. AID 651711, 2012;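 active = mean replicate inhibition above about 25%, with every replicate also reaching it, limit read from the data, passing the limit was not always enough; inconclusive = only one of those two criteria met; inactive = neither criterion met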
* = called active by the depositor; ? = inconclusive; · = not tested or not shown.

entry | compound | RAD54 inh | RAD52 inh | esBAF inh | XiGFP reactiv
1 | COC(=O)C(C)(N)Cc1ccc(O)cc1 (centres undefined) | -8 | -1 | -2 | 0.1
2 | CC(C)C1C(=O)N(Cc2cn(CC3CCCCC3)nn2)CCS(=O)(=O)N1Cc1ccc(-c2cccc(CO)c2)cc1 (centres undefined) | -2 | -6 | 10 | 0.0
3 | COc1ccc2[nH]c(=O)c(-c3nnn(-c4ccccc4)n3)cc2c1 | -3 | -18 | 58* | 0.0
4 | Cc1nn(C)c(C(=O)Sc2ccccc2)c1[N+](=O)[O-] | -2 | -1 | · | 0.0
5 | CC(=O)Nc1ccc(CN2C(=O)C(C)(C)ON=C2c2ccc(NC(C)=O)cc2)cc1 | -3 | -20 | -5 | 0.1
6 | N#Cc1ccc(CN2CCN(C(=O)c3cc(C4CC4)nn3-c3ccccc3)CC2)cc1 | -8 | 0 | 0 | 0.0
7 | O=C(Nc1ccc(S(=O)(=O)N2CCCC2)cc1)C1CC(=O)N(c2ccccc2)C1 (centres undefined) | · | -10 | -9 | 0.0
8 | Cc1ccccc1C(=O)N1CCN(CCNC(=O)C(=O)Nc2ccc(Br)cc2)CC1 | 8 | -3 | 13 | -0.1

entry | S100A4 inh HTS | ERAP1 HTS inh | E-sel inducer | ERp5 inh
1 | -6 | 0 | 1.0 | 5
2 | -3 | 2 | 0.1 | -3
3 | -3 | 2 | -0.5 | -2
4 | -2 | 2 | 0.0 | -7
5 | -5 | · | · | 2
6 | -4 | -3 | · | 12
7 | 0 | 15 | · | 5
8 | 2 | 1 | -0.1 | 5

More results:
entry | compound | RAD54 inh | RAD52 inh | esBAF inh | XiGFP reactiv
9 | Cc1nc2ccccc2n(CC(=O)Nc2cc(Cl)cc(Cl)c2)c1=O | · | -164 | · | 0.1
10 | COCC(=O)N(C)C[C@@H]1Oc2cc(-c3ccccc3F)ccc2S(=O)(=O)N([C@@H](C)CO)C[C@@H]1C | 0 | 11 | -3 | 0.6
11 | CC1(C)c2cc(Cl)ccc2-n2c1cc(O)c(-c1ccccc1)c2=O | -11 | -14 | · | 0.0
12 | CC(=O)/C(N=Nc1c(C)n(C)n(-c2ccccc2)c1=O)=C(\C)O | · | -4 | · | 0.2
13 | O=C(Cn1cc2c(n1)CCCCC2)NCc1ccccc1 | 4 | 1 | 5 | 0.0
14 | COc1ccccc1N1CC(C(=O)OCC(=O)c2c(N)n(C)c(=O)n(C)c2=O)CC1=O (centres undefined) | -6 | 2 | -3 | -0.2
15 | C[C@@H]1CN([C@H](C)CO)S(=O)(=O)c2ccc(C#Cc3ccccc3)cc2O[C@@H]1CN(C)C(=O)Nc1ccccc1 | -11 | 4 | 1 | -1.2
16 | Cc1ccnc(NC2(C(F)(F)F)N=C3SCCN3C2=O)c1 (centres undefined) | · | -5 | · | 0.2

entry | S100A4 inh HTS | ERAP1 HTS inh | E-sel inducer | ERp5 inh
9 | -5 | -2 | · | 1
10 | -8 | -1 | 0.1 | -1
11 | -7 | -1 | 0.6 | 2
12 | 1 | 10 | · | 5
13 | 20 | 1 | · | -1
14 | -3 | 1 | -0.1 | -5
15 | 4 | 0 | -0.2 | -5
16 | -1 | -2 | -1.6 | 1

Later entries
entry | compound | RAD54 inh | RAD52 inh | esBAF inh | XiGFP reactiv
17 | COC(=O)C1CCN(CC(=O)Nc2ccc(OC)c(Cl)c2)CC1 | · | -7 | · | 0.1
18 | C[C@@H]1CN([C@@H](C)CO)C(=O)c2cc(/C=C/c3ccccc3)cnc2O[C@@H]1CN(C)C(=O)CN1CCOCC1 | -10 | 6 | -1 | -0.7
19 | COc1cc(NC(=O)n2ncc3cc(Cl)ccc32)cc(OC)c1 | 13 | -1 | 39 | 0.2
20 | CNC(=S)N1CCC(NC(=O)C(Cc2ccc(F)cc2)NC(C)=O)CC1 (centres undefined) | · | -12 | · | 0.0
21 | C=CCN=C1N[C@@H](c2ccccc2)C(C(=O)OC)=C(C)N1CCOC | -5 | -8 | 0 | 0.1
22 | O=C(Nc1ccc2c(c1)[C@@H]1C[C@H](CC(=O)N3CCc4ccccc4C3)O[C@H](CO)[C@@H]1O2)NC1CCCC1 | 0 | -5 | 0 | 0.1
23 | Cn1c(=O)c2cc(NC(=O)CCc3ccccc3)ccc2n1-c1ccccc1F | -10 | -16 | -30 | 0.3
24 | COc1ccc(N2CCN(C(C)C(=O)N3CCCC3)CC2)cc1 (centres undefined) | · | -10 | · | 0.2

entry | S100A4 inh HTS | ERAP1 HTS inh | E-sel inducer | ERp5 inh
17 | -1 | -1 | · | 0
18 | -7 | 1 | 0.0 | 1
19 | 3 | 4 | -0.1 | 1
20 | -3 | · | 6.9 | 2
21 | -3 | -2 | 0.0 | -2
22 | -3 | -1 | -0.2 | 2
23 | 3 | -3 | 0.9 | 5
24 | -3 | 0 | 3.2 | -5

Entries above shown as hits in esBAF inh:
cpd | Molecule | RAD52 inh | esBAF inh | S100A4 inh HTS | ERAP1 HTS inh | ERp5 inh
3 | COc1ccc2[nH]c(=O)c(-c3nnn(-c4ccccc4)n3)cc2c1 | -18 | 58* | -3 | 2 | -2

Next part
entry | compound | RAD54 inh | RAD52 inh | esBAF inh | XiGFP reactiv
25 | COc1ccccc1OCCc1nnc(N)s1 | 5 | 6 | -1 | ·
26 | Cn1c(=O)c(=O)n(C)c2cc(S(=O)(=O)N3CCCC3C(=O)Nc3ccc(F)cc3)ccc21 (centres undefined) | 10 | -7 | 10 | 0.2
27 | COC(=O)C1=CN(c2ccccc2OC)C(N)=C(C#N)C1c1cccc([N+](=O)[O-])c1 (centres undefined) | · | -18 | · | 1.0
28 | COC(=O)/C=C1\Nc2ccc(Cl)cc2C(=O)NC1=O | · | -13 | · | 0.3
29 | COc1ccc(C(=O)N2CC(c3ccccc3)CC2=O)cc1 (centres undefined) | · | -22 | · | 0.2
30 | COc1ccc(C#Cc2ccc3c(c2)[C@]2(C(=O)N3)[C@H](c3ccc(OCCO)cc3)N3[C@H](c4ccccc4)[C@H](c4ccccc4)OC(=O)[C@H]3[C@@H]2C(=O)NC[C@H](O)c2ccccc2)cc1 | -7 | 2 | · | ·
31 | COc1cccc(S(=O)(=O)N[C@H]2CC[C@H](CCn3cc(-c4ccccc4OC)nn3)O[C@H]2CO)c1 | -8 | -6 | 4 | 1.2
32 | Nc1ccccc1C(=O)N/N=C1/C2CN3CCN(C2)CC1(Cc1ccccc1)C3 | · | -13 | · | 0.0

entry | S100A4 inh HTS | ERAP1 HTS inh | E-sel inducer | ERp5 inh
25 | -1 | 4 | · | 4
26 | 1 | -2 | -0.1 | 0
27 | -4 | · | 1.1 | -2
28 | -3 | -1 | -0.1 | 2
29 | 4 | · | 83* | 11
30 | -4 | -5 | · | 0
31 | 1 | 0 | -0.2 | -8
32 | 48 | 14 | · | -10

Following part:
entry | compound | RAD54 inh | RAD52 inh | esBAF inh | XiGFP reactiv
33 | O=C(CSc1nc(-c2ccc(F)cc2)cs1)N1CCc2ccccc21 | -15 | 4 | -8 | ·
34 | COc1ccc(CN(C)C[C@H]2Oc3c(NS(=O)(=O)c4cccs4)cccc3C(=O)N([C@@H](C)CO)C[C@H]2C)cc1 | -1 | -21 | -2 | -1.4
35 | O=S(=O)(NC[C@@H]1[C@H](c2ccccc2)[C@@H](CO)N1CC1CC1)c1ccccc1 | -1 | -10 | 2 | 0.3
36 | COCc1cn(CC[C@@H]2CC[C@@H](NC(=O)Nc3ccc(C(F)(F)F)cc3)[C@H](CO)O2)nn1 | -5 | -9 | -2 | 0.2
37 | CC1(c2ccc3c(c2)OCCO3)NC(=O)N(CC(=O)Nc2c(F)cccc2F)C1=O (centres undefined) | · | -8 | 0 | 0.0
38 | Cc1ccc(C(=O)C(C)OC(=O)Cc2n[nH]c(=O)c3ccccc23)cc1C (centres undefined) | -2 | -17 | -11 | 0.2
39 | CCNC(=O)C[C@H]1C=C[C@H](NC(=O)C2CCOCC2)[C@H](CO)O1 | 0 | -7 | -2 | -0.8
40 | O=C(NNS(=O)(=O)c1ccccc1)C1CCCCC1 | 9 | -12 | 1 | 0.1

entry | S100A4 inh HTS | ERAP1 HTS inh | E-sel inducer | ERp5 inh
33 | 0 | 2 | · | 2
34 | -5 | 1 | -0.1 | 0
35 | 8 | -3 | -0.1 | -10
36 | 0 | 1 | 1.3 | 3
37 | 1 | 0 | -0.1 | -1
38 | -1 | 1 | · | 0
39 | 10 | 0 | -0.5 | -8
40 | 2 | 1 | 0.0 | 4

Next records.
entry | compound | RAD54 inh | RAD52 inh | esBAF inh | XiGFP reactiv
41 | Cc1cccc(C)c1NC(=O)CN(C)C(=O)CN1C(=O)NC2(CCCC2)C1=O | · | 2 | -14 | 0.1
42 | C[C@H](CO)N1C[C@H](C)[C@H](CN(C)C(=O)Nc2ccccc2)Oc2ccc(NS(C)(=O)=O)cc2CC1=O | -20 | 9 | -4 | -1.2
43 | Cc1noc(C)c1S(=O)(=O)Nc1ccc2c(c1)C(=O)N([C@H](C)CO)C[C@@H](C)[C@@H](CN(C)C(=O)CCC(F)(F)F)OCCCC[C@H](C)O2 | 1 | 17 | 9 | -0.1
44 | COc1ccc([C@H]2CC(=O)C=C(c3cc(F)ccc3F)C2)cc1OC | -5 | -1 | 7 | 0.0
45 | OC[C@H]1[C@H](c2ccc(-c3ccccc3)cc2)[C@H]2CN(Cc3ccccn3)CCCCN21 | 3 | -19 | · | 0.0
46 | COc1cccc(NC(=O)c2ccc3c(c2)CCN3S(C)(=O)=O)c1 | -2 | -6 | 56* | 0.1
47 | Cc1ccc(NC(=O)CSCC(=O)N(C)CC(=O)Nc2ccccc2C(F)(F)F)cc1 | -4 | -7 | -3 | 0.0
48 | CN(C(=O)CN1C(=O)/C(=C/c2ccccc2F)SC1=S)C1CCS(=O)(=O)C1 (centres undefined) | 9 | -1 | 2 | 0.0

entry | S100A4 inh HTS | ERAP1 HTS inh | E-sel inducer | ERp5 inh
41 | -6 | -1 | · | 0
42 | -1 | 0 | -0.3 | -1
43 | 4 | -2 | -0.1 | 0
44 | 7 | 3 | 0.2 | -1
45 | 1 | 2 | -0.5 | -1
46 | -2 | 1 | · | 2
47 | 2 | 0 | -1.2 | 0
48 | ? | -1 | · | -3

Values by screen from above.
ERp5 inh, compounds 41–47, in order: 0, -1, 0, -1, -1, 2, 0
esBAF inh, compounds 41–47, in order: -14, -4, 9, 7, ·, 56*, -3
RAD54 inh, compounds 41–47, in order: ·, -20, 1, -5, 3, -2, -4
